PMI act – phosphomannose isomerase (human) activation; AID 1214; P34949; activation factor at 20 µM; purified human PMI, coupled resazurin fluorescence, 20 min; active compounds read high; 1 = vehicle control, 0 substrate-free wells; hit rate 0.005% among 190,000;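 active = activation factor of 2 or more at 20 µM, relative to plate controls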
Target sequence (P34949 whole entry, looked up): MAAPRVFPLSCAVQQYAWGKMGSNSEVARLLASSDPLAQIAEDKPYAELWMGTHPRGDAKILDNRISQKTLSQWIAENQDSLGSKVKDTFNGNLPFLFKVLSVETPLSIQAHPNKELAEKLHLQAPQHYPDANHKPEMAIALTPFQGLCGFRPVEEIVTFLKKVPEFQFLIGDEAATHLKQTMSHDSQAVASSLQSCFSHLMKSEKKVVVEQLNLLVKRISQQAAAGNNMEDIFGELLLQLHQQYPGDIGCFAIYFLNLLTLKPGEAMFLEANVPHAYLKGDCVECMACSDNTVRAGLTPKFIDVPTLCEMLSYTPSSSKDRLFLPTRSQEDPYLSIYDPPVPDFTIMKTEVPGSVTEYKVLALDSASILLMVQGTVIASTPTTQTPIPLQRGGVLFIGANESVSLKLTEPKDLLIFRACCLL
Diaphorase act – counter-screen for diaphorase-based assays: diaphorase activators and chemical reducers. activation factor at 20 µM. hit rate 0.005% among 190,000. Diaphorase/resazurin coupled assay, resorufin fluorescence, 16 min; active compounds read high; 1 = vehicle wells, 0 = NADH-free wells;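 active = diaphorase activity raised at least twofold by the compound at 20 µM; inactive = activation factor below 2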
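Material: purified diaphorase enzyme from Clostridium kluyveri; Also added: 0.114 mM NADH and 0.1 mM resazurin, final amounts; Doses: single compound dose of 20 µM, 1% DMSO final; Times: 16 min enzyme reaction, ambient temperature; Detection: resorufin fluorescence, excitation 544 nm, emission 590 nm; Measure: increased resorufin signal from activators or reducing compounds.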
TNAP act hi DEA – activators of human TNAP at high phosphate acceptor concentration; P05186; purified TNAP, CDP-star luminescence, 1 M DEA, 30 min; active compounds read high; 0 = EDTA background, 1 = DMSO-only activity; 200,000 tested, under 10 active; AID 1136; activation factor at 20 µM;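 active = activation factor at least 2 at 20 µM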
Target sequence (P05186 whole entry, looked up): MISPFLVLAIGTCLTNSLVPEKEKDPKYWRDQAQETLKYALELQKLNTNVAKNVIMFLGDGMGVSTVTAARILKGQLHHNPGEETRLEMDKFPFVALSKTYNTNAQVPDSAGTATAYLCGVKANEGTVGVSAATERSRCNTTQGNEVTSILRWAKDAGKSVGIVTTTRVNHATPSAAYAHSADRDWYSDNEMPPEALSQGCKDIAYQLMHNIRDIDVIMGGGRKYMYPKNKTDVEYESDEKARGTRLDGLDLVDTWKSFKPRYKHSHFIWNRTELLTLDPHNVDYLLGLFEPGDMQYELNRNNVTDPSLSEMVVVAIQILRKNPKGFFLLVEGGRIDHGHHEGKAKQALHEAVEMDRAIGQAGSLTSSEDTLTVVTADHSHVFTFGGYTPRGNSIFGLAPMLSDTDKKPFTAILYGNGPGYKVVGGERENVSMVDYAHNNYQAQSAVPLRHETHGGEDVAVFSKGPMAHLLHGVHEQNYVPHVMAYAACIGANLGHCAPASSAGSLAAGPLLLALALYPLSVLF
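Test system – human TNAP · Doses – 20 µM single point · Incubation – 30 min, room temperature · Signal – luminescent substrate turnover signal · Read-out basis – activation factor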
bIAP inh – blocks bovine intestinal alkaline phosphatase activity. purified bovine IAP, CDP-star luminescence, 30 min. inhibition, % at 20 µM. AID 1019. 190,000 tested, under 10 active;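 active = over 50% inhibition of intestinal alkaline phosphatase at 20 µM in the single-dose screen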
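Assay system: bovine IAP enzyme; medium: DEA buffer 100 mM, pH 9.8, with MgCl2 1.0 mM, ZnCl2 0.02 mM; doses: 20 µM single dose; incubation: enzyme reaction for 30 min at room temperature; detection: CDP-star luminescence signal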
L major viab – Leishmania major promastigote growth inhibition; hit rate 9% among 200,000; inhibition, % at 10 µM; Leishmania major promastigotes, resazurin fluorescence viability; in the data active = inhibition above about 50%;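 also: promastigotes grown with compound for 44 hours at 28 °C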
Diaphorase inh – inhibits diaphorase or chemically oxidizes, flagging diaphorase assay artifacts; diaphorase resazurin-to-resorufin fluorescence, NADH, 16 min; bacterial (C. kluyveri) enzyme, not human; hit rate 0.69% among 190,000; inhibition, % at 20 µM;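 active = primary screen inhibition at 20 µM above a set limit, cut at about 50% in these data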;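 also: plate controls were DMSO with full reaction for no effect and wells lacking NADH for full effect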
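Assay system: diaphorase enzyme from Clostridium kluyveri. Quantity: enzyme working solution with 0.14 U/mL diaphorase. Schedule: reaction incubation of 16 min at room temperature. Technique: resorufin fluorescence, excitation 544 nm, emission 590 nm. Controls: No-NADH positive control and DMSO neutral control.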
TNAP inh no acc – TNAP (human) inhibition, acceptor-free conditions; purified TNAP, CDP-star luminescence, 30 min; inhibition, % at 20 µM; hit rate 0.26% among 200,000;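 active = tissue-nonspecific alkaline phosphatase inhibition above about 50% at 20 µM in the single-dose screen, limit read from the data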;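 also: 0% = DMSO negative control and 100% = EDTA positive control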
bIAP activator – intestinal alkaline phosphatase (bovine) activation | hit rate 0.17% among 200,000 | activation factor at 20 µM | purified bovine IAP, CDP-star luminescence, 30 min; active compounds read high; fold of DMSO-control signal, blank-subtracted;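 active = activation factor of 2 or more at 20 µM, a signal rise over negative controls twice the positive control's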
TNAP inh hiacc – blocks human TNAP under high phosphate acceptor concentration. hit rate 0.03% among 200,000. AID 1135. purified TNAP, CDP-star luminescence, 1 M DEA. inhibition, % at 20 µM. P05186;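 active = over 50% inhibition of tissue-nonspecific alkaline phosphatase at 20 µM in the single-dose screen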;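 also: plate controls were DMSO wells for no effect and EDTA-quenched wells as full inhibition for full effect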
PMI act satM6P – activators of human phosphomannose isomerase at near-saturating mannose 6-phosphate; P34949; hit rate 0.34% among 190,000; activation factor at 20 µM; coupled PMI enzyme assay, resazurin fluorescence, 20 min; active compounds read high; 1 = untreated enzyme, 0 = substrate-free blank;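 active = activation factor of 2 or more at 20 µM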
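Test system: human phosphomannose isomerase with PGI, G6PDH, diaphorase coupling enzymes; amount: 15 ng/mL PMI; incubation: enzyme reaction with compound 20 min at room temperature; technique: resorufin fluorescence (Ex 544/Em 590 nm) from resazurin via diaphorase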
An asterisk follows results filed as active. Rows are unselected. About 10% of those tested had a hit in this group.

Structure	Diaphorase act	Diaphorase inh	TNAP inh hiacc	L major viab	bIAP inh	bIAP activator	PMI act satM6P	PMI act	TNAP act hi DEA	TNAP inh no acc
CCS(=O)(=O)c1ccc(C(=O)Nc2ccccc2)c(Cl)c1Cl	1	3	1	-3	3	1	1	1	1	-4
CCN(CC)S(=O)(=O)c1ccc(N2CCOCC2)c(NCC(=O)Nc2ccc(F)cc2)c1	0.9	10	-2	10	-7	1.1	0.9	1	1	-14
CC(=O)C(C)Oc1ccc2c3c(c(=O)oc2c1)CCCCC3 (stereo unspecified)	1	0	-7	5	5	1	1	1	1.1	-10
CC(=O)Nc1ccc(NC(C)=O)s1	0.9	15	-1	-3	7	0.9	0.9	0.9	1	-10
COc1ccc(/C=C/C2=NN(C)C(=O)CC2)cc1	0.9	6	0	-1	-7	1.1	1	1	1	-9
CCC(C)C(N)C(=O)NC(CCC(=O)OCc1ccccc1)C(N)=O (stereo unspecified)	0.9	9	-7	-2	-11	1.1	1.1	1.1	1.1	-8
Nc1nc(CCl)nc(Nc2ccccc2)n1	0.9	5	-4	49	5	0.9	1.1	1.1	1	-11
Cc1ccc(C(=O)NCCCNCCCNC(=O)c2ccc(C)nc2)cn1	0.9	9	-1	-5	-2	1	0.9	0.9	1	-6
Cc1ccccc1CSc1nnc(C)c(=O)n1N	1	-2	-3	5	1	1	1	1	1	-10
O=C(NC(=S)NCC1CCCO1)c1ccccc1F (stereo unspecified)	1.1	-6	-5	-1	-6	1.1	1	1	1.1	-13
Cc1ccccc1NC(=O)c1ccc(F)c(S(=O)(=O)N2CCN(c3ccccn3)CC2)c1	0.8	21	-5	11	3	1	0.9	0.9	1.1	-6
Cc1ccc(C(=O)N/C(=C/c2cccs2)C(=O)NCCCn2ccnc2)cc1	0.9	6	3	-2	-10	1.1	1	1	1	-1
NS(=O)(=O)c1ccc(CNC(=O)/C=C/c2c(Cl)cccc2Cl)cc1	1	1	2	-1	24	0.8	1	1	1	-8
Cc1ccc(NC(=O)c2cnccn2)cc1	1	2	-2	-4	8	0.9	1.1	1.1	1	-10
COc1ccc(NC(=O)CSc2nnc(-c3ccccc3C)n2C)cc1	0.8	16	-2	-6	6	0.9	1	0.9	1	-10
O=C(CC1CCCCC1)NCc1ccc(F)cc1	1	1	-5	-13	-9	1.1	1	1	1.1	-7
Cc1ccccc1CNC(=O)c1ccccc1N	1	0	-4	14	10	0.9	1	1.1	1	-16
CCC(C)(C)NC(=O)/C=C/c1cccs1	0.8	20	-2	-2	20	0.8	0.9	1	1	-12
CCCC(=O)Nc1nnc(COC)s1	0.9	8	-3	-4	11	0.9	0.9	0.9	1	-10
Cc1ccccc1CN(c1ccc(C(=O)NCc2cccnc2)cc1)S(C)(=O)=O	0.8	20	-6	2	10	0.9	1	0.9	1.1	-12
CC(=O)c1cccc(NC(=O)C2CCCN2S(=O)(=O)c2cccc3nsnc23)c1 (stereo unspecified)	1	1	-6	-3	4	1	1.1	1.1	1.1	12
CN1CCN(S(=O)(=O)c2cccc(C(=O)NCc3ccc(Cl)cc3)c2)CC1	0.9	10	-2	-2	6	0.9	1	1	1	-12
CCCN(CCC)C(=O)CCS(=O)(=O)c1cccc2nsnc12	0.9	13	-1	-8	9	0.9	1	0.9	1	-6
Cc1cccc(C)c1NC(=S)N(C)CCc1ccccn1	0.8	18	2	-6	-16	1.2	0.9	1	1	-16
CC(C)OC(=O)N(C)c1ccc(C(O)(C(F)(F)F)C(F)(F)F)cc1	0.8	19	-2	100*	2	1	0.9	0.9	1	-14
COc1ccc(/C=C/C(=O)OCC(=O)Nc2c(C)cccc2C)cc1	1	-3	2	-5	-3	1	1.1	1.1	1	-5
O=C(O)COc1ccccc1/C=N/NC(=O)c1cccc(S(=O)(=O)N2CCOCC2)c1	0.9	15	-2	-1	-33	1.3	1.1	1.2	1	-15
CCOC(=O)C1CCN(C(c2cc3ccc(C)cc3[nH]c2=O)c2nnnn2C2CCCCC2)CC1 (stereo unspecified)	0.7	33	-2	88*	-12	1.1	1.9	1.4	1	-1
CCN(CC(=O)Nc1ccccc1OC)C(=O)Cn1cnc2ccccc2c1=O	0.8	18	-5	0	11	0.9	0.9	0.8	1	-8
Cc1cccc(N2C(=O)CC(N(O)c3ccccc3)C2=O)c1 (stereo unspecified)	0.7	32	-4	-3	-3	1	1.1	1	1	-81

An excerpt from above in order of count of non-hydrogen atoms, descending:
Structure	Diaphorase act	Diaphorase inh	TNAP inh hiacc	L major viab	bIAP inh	bIAP activator	PMI act satM6P	PMI act	TNAP act hi DEA	TNAP inh no acc
CCOC(=O)C1CCN(C(c2cc3ccc(C)cc3[nH]c2=O)c2nnnn2C2CCCCC2)CC1 (stereo unspecified)	0.7	33	-2	88*	-12	1.1	1.9	1.4	1	-1
O=C(O)COc1ccccc1/C=N/NC(=O)c1cccc(S(=O)(=O)N2CCOCC2)c1	0.9	15	-2	-1	-33	1.3	1.1	1.2	1	-15
CCN(CC(=O)Nc1ccccc1OC)C(=O)Cn1cnc2ccccc2c1=O	0.8	18	-5	0	11	0.9	0.9	0.8	1	-8
Cc1ccc(C(=O)N/C(=C/c2cccs2)C(=O)NCCCn2ccnc2)cc1	0.9	6	3	-2	-10	1.1	1	1	1	-1
CN1CCN(S(=O)(=O)c2cccc(C(=O)NCc3ccc(Cl)cc3)c2)CC1	0.9	10	-2	-2	6	0.9	1	1	1	-12
COc1ccc(NC(=O)CSc2nnc(-c3ccccc3C)n2C)cc1	0.8	16	-2	-6	6	0.9	1	0.9	1	-10
COc1ccc(/C=C/C(=O)OCC(=O)Nc2c(C)cccc2C)cc1	1	-3	2	-5	-3	1	1.1	1.1	1	-5
NS(=O)(=O)c1ccc(CNC(=O)/C=C/c2c(Cl)cccc2Cl)cc1	1	1	2	-1	24	0.8	1	1	1	-8
CCCN(CCC)C(=O)CCS(=O)(=O)c1cccc2nsnc12	0.9	13	-1	-8	9	0.9	1	0.9	1	-6
Cc1cccc(N2C(=O)CC(N(O)c3ccccc3)C2=O)c1 (stereo unspecified)	0.7	32	-4	-3	-3	1	1.1	1	1	-81
Cc1cccc(C)c1NC(=S)N(C)CCc1ccccn1	0.8	18	2	-6	-16	1.2	0.9	1	1	-16
Cc1ccccc1CNC(=O)c1ccccc1N	1	0	-4	14	10	0.9	1	1.1	1	-16
Cc1ccc(NC(=O)c2cnccn2)cc1	1	2	-2	-4	8	0.9	1.1	1.1	1	-10
CCC(C)(C)NC(=O)/C=C/c1cccs1	0.8	20	-2	-2	20	0.8	0.9	1	1	-12
CCCC(=O)Nc1nnc(COC)s1	0.9	8	-3	-4	11	0.9	0.9	0.9	1	-10

(list continues)
Structure	Diaphorase act	Diaphorase inh	TNAP inh hiacc	L major viab	bIAP inh	bIAP activator	PMI act satM6P	PMI act	TNAP act hi DEA	TNAP inh no acc
O=C(/C=C/c1cccc(OCc2ccccc2)c1)c1cccnc1	0.9	10	-1	100*	20	0.8	1.2	1.1	1	3
O=C(COc1ccc(F)cc1)NC1CC1	0.9	8	0	2	18	0.8	1	1	1	-10
COc1ccccc1N1C(=O)CC(Nc2ccc(N3CCOCC3)cc2)C1=O (stereo unspecified)	0.9	8	4	-7	-1	1	1.1	1	1	-6
Cc1nc(NC(=O)CSc2ccc(-c3nc4ccccc4[nH]3)cn2)sc1C	0.9	7	-3	-5	7	0.9	1	0.9	1	-10
Oc1ccc(/C=N\Nc2cc(N3CCOCC3)nc(N3CCOCC3)n2)c(O)c1	0.7	35	-3	-4	-8	1.1	0.4	0.7	1	-8
Cn1c(=O)n(Cc2ccco2)c(=N)c2c3c(sc21)CCC3	0.8	16	2	25	1	1	0.8	0.9	1	-7
COCCNC(=O)NC(=O)COC(=O)c1cccn1C	1.1	-13	1	1	-4	1	1.1	1.2	1	-5
COc1cc(/C=N/Nc2nc3ccccc3[nH]2)ccc1O	0.9	12	-3	80*	17	0.8	0.9	0.8	1	-40
Cc1ccc(-n2nnnc2SCC(=O)Nc2sccc2C#N)cc1	0.9	13	-3	-4	5	0.9	1	1.1	1	0
O=C(COC(=O)c1n[nH]c2ccccc12)NC(=O)NC1CCCCC1	0.9	12	-2	24	-68	1.7	1	1	1	7
Cc1ccc(C(=O)N/C(=C/c2ccccc2)C(=O)NCC2CCCO2)cc1 (stereo unspecified)	0.9	10	-4	1	5	0.9	1	1	1	-10
O=C(c1cn(-c2ccccc2)nc1-c1ccc(Cl)s1)N1CCOCC1	0.8	20	-4	64*	1	1	0.9	0.9	1	-22
N#Cc1nc(-c2ccco2)oc1NCCN1CCOCC1	0.9	8	-6	-2	18	0.8	1	0.9	1.1	-10
CC(CC(=O)N1CCN(c2ccccc2)CC1)c1ccccc1 (stereo unspecified)	0.9	8	0	-6	-54	1.5	1.1	1.1	1	-11

A draw from above in order of count of non-hydrogen atoms, rising.
Structure	Diaphorase act	Diaphorase inh	TNAP inh hiacc	L major viab	bIAP inh	bIAP activator	PMI act satM6P	PMI act	TNAP act hi DEA	TNAP inh no acc
COCCNC(=O)NC(=O)COC(=O)c1cccn1C	1.1	-13	1	1	-4	1	1.1	1.2	1	-5
N#Cc1nc(-c2ccco2)oc1NCCN1CCOCC1	0.9	8	-6	-2	18	0.8	1	0.9	1.1	-10
Cc1ccc(-n2nnnc2SCC(=O)Nc2sccc2C#N)cc1	0.9	13	-3	-4	5	0.9	1	1.1	1	0
